# Screening results as filed in PubChem.
# Dengue virus CPE: Dengue virus cytopathic effect inhibitors, cell-based, CPE readout, HTS (AID 540333); Dengue virus CPE inhibition in host cells; stronger effect = higher value; CPE inhibition, % at 20 µM; actives 3.1% (n = 10,000); in the data active = CPE inhibition mostly above about 9.1%, no sharp cut-off; inactive = mostly below about 7.2%
# * hit, by the source's call; i = inactive.
> Cn1cc(C(=O)Cc2ccccc2)c2ccccc21
  Dengue virus CPE = i

> O=C1NC(=O)N(Cc2ccccc2)C(=O)/C1=C\N1CCCc2ccccc21
  Dengue virus CPE = 0.9

> CCCCC(=O)N/N=C/c1c(O)n(Cc2ccco2)c(=O)[nH]c1=O
  Dengue virus CPE = 0.6

> Fc1ccccc1CCNCc1cccc2ccccc12
  Dengue virus CPE = 0.1

> CN1CCN(c2ccc(/C=C3\C(=O)NC(=S)N(c4cccc(Br)c4)C3=O)o2)CC1
  Dengue virus CPE = 0.1

> CCOC(=O)c1ccccc1NC(=O)c1c(O)[nH]c(=O)[nH]c1=O
  Dengue virus CPE = 0.1

> O=C(N/N=C/c1c(O)n(CCC2=CCCCC2)c(=O)[nH]c1=O)c1ccccc1
  Dengue virus CPE = 0.1

> O=C(CNC(=O)OCc1ccccc1)NCC(=O)Nc1ccc(Br)cc1C(=O)c1ccccc1
  Dengue virus CPE = i

> O=C(CCCn1c(=O)[nH]c2cc(Cl)ccc2c1=O)N1CCC2(CC1)OCCO2
  Dengue virus CPE = 0.2

> CCC(=O)CC(c1ccccc1)c1c(O)c2ccccc2sc1=O (stereo not drawn)
  Dengue virus CPE = 0.1

> COc1ccccc1CCNC1C2CC3CC(C2)CC1C3 (stereo not drawn)
  Dengue virus CPE = i

> CCOP(=O)(Cc1ccccc1)OCC
  Dengue virus CPE = i

> COC(=O)C1=C(c2ccc(Cl)c(C(F)(F)F)c2)C[C@@H]2CC[C@H]1N2C(=O)NCCOc1ccccc1
  Dengue virus CPE = 0.4

> CC(C)c1ccc(-n2c(O)c(/C=N/NC(=O)c3ccncc3)c(=O)[nH]c2=O)cc1
  Dengue virus CPE = 0.6

> Cc1cc(C=C2C(=O)N(C)C(=S)N(C)C2=O)c(C)n1-c1cccnc1
  Dengue virus CPE = 0.8

> Cc1ccccc1-n1c(O)c(/C=N/N2CCOCC2)c(=O)[nH]c1=S
  Dengue virus CPE = i

> Cc1ccccc1N1C(=O)NC(=O)/C(=C\c2ccc3c(c2)CCCN3Cc2ccccc2)C1=O
  Dengue virus CPE = 9.5

# Random excerpt: six compounds from above
> Cn1cc(C(=O)Cc2ccccc2)c2ccccc21
  Dengue virus CPE = i

> CC(C)c1ccc(-n2c(O)c(/C=N/NC(=O)c3ccncc3)c(=O)[nH]c2=O)cc1
  Dengue virus CPE = 0.6

> CN1CCN(c2ccc(/C=C3\C(=O)NC(=S)N(c4cccc(Br)c4)C3=O)o2)CC1
  Dengue virus CPE = 0.1

> COC(=O)C1=C(c2ccc(Cl)c(C(F)(F)F)c2)C[C@@H]2CC[C@H]1N2C(=O)NCCOc1ccccc1
  Dengue virus CPE = 0.4

> CCC(=O)CC(c1ccccc1)c1c(O)c2ccccc2sc1=O (stereo not drawn)
  Dengue virus CPE = 0.1

> Cc1cc(C=C2C(=O)N(C)C(=S)N(C)C2=O)c(C)n1-c1cccnc1
  Dengue virus CPE = 0.8

# These rows are one share of the data, so the mix of outcomes need not match the whole.
